Bioassay records: PubChem, several laboratories
Redox H2O2 prof: compounds producing H2O2 with reducing agent – biochemical, NIH compound library profiling, artefact control for MLSCN library redox annotation, primary screen; DTT-dependent redox cycling H2O2, phenol red/HRP absorbance; 100% = 100 µM peroxide control, 0% = buffer; activation, % at 10 µM; hit rate 0.03% among 200,000; AID 878;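 active means activation of at least 50% relative to the plate's high and low controls in the primary single-dose screen; inactive means activation below 50%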;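 further: compound incubated with DTT at 0.8 mM final as the reducing agent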
STAT3 activator: STAT3 signaling activation. U3A cells, IL-6 STAT3-luciferase reporter, luminescence; 100% = signal with IL-6 EC80 alone. AID 871. activation (% of control), % at 5.6 µM. hit rate 0.91% among 190,000;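 active means activation above the screen-wide mean of compound activation plus 3 SD, cut at about 130% in these data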;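 further: 0% = background luminescence of wells with medium and substrate only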
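Test system: human U3A cells carrying STAT3-luciferase construct; control set: IL-6-only wells as 100% reference; timing: compound pre-incubation 1 h before IL-6, then 6 h stimulation at 37 °C; also added: IL-6 stimulus at 33 ng/mL final; evaluation: % activation versus median of IL-6-stimulated wells; detection: reporter luminescence signal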
STAT1 inh: STAT1 signaling inhibition; NIH 3T3 STAT1-luciferase reporter, IFN-gamma, luminescence; inhibition, % at 5.5 µM; hit rate 0.35% among 200,000; AID 920;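 active means inhibition above a set limit, the mean inhibition across all tested compounds plus 3 SD, cut at about 34% in these data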;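 further: 0% = IFN-gamma with DMSO and 100% = IFN-gamma with 300 µM nifuroxazide; values of inactives mirror those of a sister screen read the other way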
NF-kB neuron act: raises NF-kB expression in human neuronal cells; NF-kB reporter expression; stronger effect = higher value; fold change at 12.5 µM; hit rate 1.6% among 190,000; in the data active means fold change above about 3.3
APP 5'UTR act: APP 5'UTR luciferase reporter activation; SH-SY5Y APP 5'UTR luciferase reporter, luminescence; zero percent = DMSO vehicle wells; AID 1276; hit rate 1% among 190,000; activation, % at 2 µM;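 active means activation above a set limit, based on mean plus 3 SD of controls, cut at about 140% in these data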; further: values of inactives mirror those of a sister screen read the other way
Hsp70 activator: Hsp70 transcriptional activation, primary screen. hit rate 0.04% among 200,000. activation, % at 10 µM. HeLa Hsp70 promoter luciferase reporter, luminescence; scaled: vehicle 0, proteasome-inhibitor control 100%;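 active means activation above the mean across all tested compounds plus 3 SD, cutoff set per campaign, cut at about 5.5% in these data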;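 further: 100% = MG132 at 30 µM as the positive control and 0% = DMSO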
STAT1 activator: activators of IFN-gamma induced STAT1 signaling; NIH 3T3 STAT1-luciferase reporter, luminescence; 100% = IFN-gamma alone, no compound; activation (% of control), % at 5.5 µM; hit rate 2.6% among 200,000;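 active means activation above the screen-wide mean activation plus 3 SD, cut at about 130% in these data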;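 further: raw ratio to IFN-gamma control signal so 100% means no change and 0% no light; values of inactives mirror those of a sister screen read the other way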
TLR4 MyD88 comp: TLR4-MyD88 interaction inhibition in cells | hit rate 0.18% among 200,000 | inhibition, % at 8.4 µM | AID 861 | HeLa CL3-4 TLR4/MyD88 BLA complementation, FRET ratio; in the data active means inhibition above about 25%;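 further: 0% = vehicle and 100% = reference inhibitor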
Target sequence (O00206 whole entry, looked up): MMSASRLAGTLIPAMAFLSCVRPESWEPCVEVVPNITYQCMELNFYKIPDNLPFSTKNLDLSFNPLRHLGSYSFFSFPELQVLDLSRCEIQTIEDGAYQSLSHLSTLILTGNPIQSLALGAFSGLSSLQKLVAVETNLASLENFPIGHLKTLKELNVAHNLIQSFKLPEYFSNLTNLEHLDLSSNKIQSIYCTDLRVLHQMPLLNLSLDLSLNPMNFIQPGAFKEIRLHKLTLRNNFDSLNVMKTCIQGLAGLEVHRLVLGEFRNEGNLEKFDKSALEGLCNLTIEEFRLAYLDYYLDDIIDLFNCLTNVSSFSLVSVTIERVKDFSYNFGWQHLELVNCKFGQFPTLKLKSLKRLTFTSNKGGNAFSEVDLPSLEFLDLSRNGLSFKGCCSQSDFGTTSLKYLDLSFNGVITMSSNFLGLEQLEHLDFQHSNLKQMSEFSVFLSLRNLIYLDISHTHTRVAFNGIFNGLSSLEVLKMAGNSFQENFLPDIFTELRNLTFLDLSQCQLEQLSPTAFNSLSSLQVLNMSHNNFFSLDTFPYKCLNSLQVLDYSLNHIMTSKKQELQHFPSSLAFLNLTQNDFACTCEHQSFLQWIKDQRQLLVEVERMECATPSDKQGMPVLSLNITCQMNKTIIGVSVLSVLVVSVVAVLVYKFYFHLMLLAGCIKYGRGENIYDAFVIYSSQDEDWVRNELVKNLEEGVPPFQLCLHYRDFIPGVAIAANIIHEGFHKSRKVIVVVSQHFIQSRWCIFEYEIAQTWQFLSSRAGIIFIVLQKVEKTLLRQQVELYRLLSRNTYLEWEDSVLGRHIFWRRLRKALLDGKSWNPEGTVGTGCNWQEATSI
Target sequence (Q99836 whole entry, looked up): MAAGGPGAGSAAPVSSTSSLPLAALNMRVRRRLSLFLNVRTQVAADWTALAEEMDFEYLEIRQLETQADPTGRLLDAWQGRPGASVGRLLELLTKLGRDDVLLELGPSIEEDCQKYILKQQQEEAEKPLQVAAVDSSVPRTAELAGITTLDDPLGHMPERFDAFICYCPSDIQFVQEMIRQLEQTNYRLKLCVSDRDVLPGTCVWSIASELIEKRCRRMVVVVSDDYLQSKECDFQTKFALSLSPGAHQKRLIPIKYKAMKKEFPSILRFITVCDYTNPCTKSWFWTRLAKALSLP
STAT3 inh: reduces IL-6 driven STAT3 reporter signal | U3A cells, IL-6 STAT3-luciferase reporter, luminescence; host cell line lacks STAT1 | inhibition, % at 5.5 µM | hit rate 0.89% among 190,000;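 active means inhibition above the mean inhibition across all screened compounds plus 3 SD, cut at about 44% in these data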;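 further: 0% = DMSO only wells and 100% = 100 µM nifuroxazide control wells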
Efa HMGR inh: blocks class II HMG-CoA reductase of Enterococcus faecalis. purified E. faecalis HMGR, NADPH absorbance 340 nm kinetic. inhibition, % at 10 µM. hit rate 0.41% among 190,000;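 active means inhibition above a set limit, the median over all tested compounds plus 3 SD, cut at about 9.5% in these data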;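 further: enzyme runs in reverse so mevalonate oxidation gives rising NADPH absorbance; 0% = complete reaction with DMSO and 100% = background rate lacking mevalonate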
Starred values were filed as active, the others as inactive; · = no result given.

SMILES | Redox H2O2 prof | STAT3 activator | STAT1 inh | NF-kB neuron act | APP 5'UTR act | Hsp70 activator | STAT1 activator | TLR4 MyD88 comp | STAT3 inh | Efa HMGR inh
CCN(CC)c1ccc(S(=O)(=O)N(CC)CC)cc1NC(=O)c1cccnc1 | -0.5 | 96 | 5 | 0.96 | -7 | -0.2 | 96 | -2 | 6 | -4
Cc1cc(C)c(C(=O)CSc2nc3ccccc3c(=O)[nH]2)cc1C | -0.4 | 97 | 0 | 1.2 | -4 | -0.1 | 102 | -9 | 8 | -2
CCCNS(=O)(=O)c1ccc(OCC(=O)N2CCN(c3ccccc3)CC2)cc1 | -0.4 | 100 | 7 | 1.1 | -10 | -0.1 | 92 | 9 | 6 | -6
COc1ccc(S(=O)(=O)N[C@H](C(=O)N2CC[C@@]3(O)CCCC[C@H]3C2)c2ccccc2)cc1 | -0.3 | 104 | 8 | 0.87 | 2 | -0.2 | 93 | 7 | -1 | 0
CCOc1ccc(N2C(=O)CC(NCCNc3ccc([N+](=O)[O-])cn3)C2=O)cc1 (stereo not drawn) | -0.7 | 100 | 0 | 1.4 | -2 | 0.1 | 99 | 2 | 4 | 0
Cc1cc(NCc2ccc3c(c2)OCO3)n2nc(C)nc2n1 | -0.9 | 103 | 13 | 1.1 | -13 | -0.5 | 88 | 1 | -4 | -4
CNc1oc(Cc2ccccc2)nc1S(=O)(=O)c1ccccc1 | -0.9 | 102 | 8 | 1.2 | 8 | -0.2 | 92 | -12 | 1 | -8
CCc1c(C)sc(NC(=O)/C=C/c2ccc3c(c2)OCO3)c1C(=O)OC | 0.1 | 107 | 4 | 1.1 | 23 | -0.2 | 96 | -21 | -8 | -5
COc1ccc(Oc2cc(C(F)(F)F)nc(N(C)C)n2)cc1 | 0.3 | 92 | -9 | 1 | 9 | -0.1 | 105 | -5 | 14 | 3
COc1ccc(CCNC(=O)c2nnn(-c3cccc(C)c3)c2N)cc1OC | 0.0 | 102 | 3 | 1 | 2 | -0.2 | 97 | -12 | -2 | -1
COc1ccc2c(c1)CCC/C2=N\OC(=O)c1ccccc1F | 0.3 | 100 | -6 | 0.84 | -1 | 0.1 | 102 | 3 | 5 | -5
CN(C)c1ccc(N/C(=N\S(=O)(=O)c2cccs2)c2ccccc2)cc1 | -0.2 | 109 | -2 | 0.86 | -4 | -0.3 | 102 | 1 | -15 | -6
Cc1ccccc1OCCCC(=O)Nc1ccc(N2CCOCC2)cc1 | -1.0 | 99 | 16 | 1.3 | 9 | -0.3 | 84 | -2 | 8 | 4
COc1ccc(S(=O)(=O)Nc2ccccc2C(F)(F)F)cc1 | 0.8 | 100 | 5 | 1 | 26 | -0.3 | 97 | 2 | 3 | 0
O=C(c1ccccc1F)N1CCN(c2cccc(C(F)(F)F)c2)CC1 | -0.7 | 90 | 7 | 0.97 | -8 | 0.2 | 93 | -13 | 18 | -2
CCOC(=O)c1c(NC(=S)Nc2ccccc2)sc(C)c1C | 0.2 | 86 | 9 | 1.3 | -19 | -0.1 | 92 | -9 | 17 | -9
COc1ccc(NC(=S)NCCc2c(C)[nH]c3ccc(OC)cc23)cc1 | -0.4 | 79 | 1 | 1.2 | 0 | 0.0 | 99 | -4 | 29 | -1
COC(=O)c1c(NC(=O)c2ccccc2N(C)S(=O)(=O)c2ccccc2)sc2c1CCCC2 | -3.0 | 97 | -3 | 0.96 | · | -0.4 | 102 | -13 | 10 | 5
Cc1cc(C)nc(NS(=O)(=O)c2ccc(N/C=C\C(=O)c3ccc(Cl)cc3)cc2)n1 | 1.6 | 102 | -18 | 0.95 | 43 | -0.2 | 116 | 9 | 9 | -2
NC(=O)c1cc2cc(Br)ccc2oc1=NCc1ccccc1 | 0.4 | 87 | 22 | 0.86 | 8 | -0.3 | 80 | -8 | 22 | -6
Cc1nc2scc(-c3cccs3)c2c(=O)n1N | -0.3 | 98 | -7 | 1.1 | 0 | -0.3 | 106 | -5 | 1 | 0
COc1cc(/C=N\NC(=O)c2ccc(=O)[nH]n2)cc(OC)c1OC | 1.4 | 124 | 9 | 3.5* | -10 | -0.3 | 92 | 5 | -16 | -1
CC1=C(C(N)=O)C(c2ccccn2)n2nc(SCc3ccccc3)nc2N1 (stereo not drawn) | 0.8 | 104 | 4 | 1.1 | 25 | -0.4 | 96 | 4 | -1 | 0
CCN(CC)S(=O)(=O)c1ccc(NN=C2CCN(C)CC2)c([N+](=O)[O-])c1 | -2.8 | 100 | 10 | 1.1 | 0 | -0.6 | 89 | -3 | 2 | 0
COC(=O)c1cc(Cl)cc(Cl)c1OS(=O)(=O)N(C)C | -1.8 | 110 | 0 | 1.1 | -7 | 0.2 | 99 | 7 | -4 | -2
CCCC(C1=C(O)CC(C)(C)CC1=O)C1C(=O)CC(C)(C)CC1=O (stereo not drawn) | -0.1 | 104 | 1 | 1.7 | -9 | -0.4 | 99 | -9 | -4 | -1
COc1cc(C)c(Br)cc1S(=O)(=O)NCc1ccncc1 | 0.0 | 51 | 26 | 0.84 | 9 | -0.4 | 76 | -20 | 61* | -5
O=C(NCC1(N2CCOCC2)CCCCC1)c1cccc(S(=O)(=O)N2CCc3ccccc3C2)c1 | -0.5 | 97 | -1 | 0.76 | -7 | -0.2 | 100 | -12 | 6 | -6
CCn1c(C(=O)N2CCCC(C(=O)NCCCc3ccccc3)C2)cc2sccc21 (stereo not drawn) | 1.0 | 95 | 4 | 0.98 | 17 | 0.0 | 97 | 9 | 10 | 0
CCOC(=O)C(=NCCCN(C)C)NNc1ccc(Br)cc1 | -0.4 | 103 | -11 | 1.3 | 15 | -0.2 | 110 | -5 | -5 | -1

Filtered by structure, the compounds so far containing a CF3 group.
SMILES | Redox H2O2 prof | STAT3 activator | STAT1 inh | NF-kB neuron act | APP 5'UTR act | Hsp70 activator | STAT1 activator | TLR4 MyD88 comp | STAT3 inh | Efa HMGR inh
COc1ccc(Oc2cc(C(F)(F)F)nc(N(C)C)n2)cc1 | 0.3 | 92 | -9 | 1 | 9 | -0.1 | 105 | -5 | 14 | 3
COc1ccc(S(=O)(=O)Nc2ccccc2C(F)(F)F)cc1 | 0.8 | 100 | 5 | 1 | 26 | -0.3 | 97 | 2 | 3 | 0
O=C(c1ccccc1F)N1CCN(c2cccc(C(F)(F)F)c2)CC1 | -0.7 | 90 | 7 | 0.97 | -8 | 0.2 | 93 | -13 | 18 | -2

Continued:
SMILES | Redox H2O2 prof | STAT3 activator | STAT1 inh | NF-kB neuron act | APP 5'UTR act | Hsp70 activator | STAT1 activator | TLR4 MyD88 comp | STAT3 inh | Efa HMGR inh
O=C(Nc1ncccc1Cl)c1ccccc1F | 1.1 | 94 | -19 | 1.2 | 20 | 0.0 | 117 | 12 | 5 | -2
CCOC(=O)C1(C)NC(c2ccccc2F)C2C(=O)N(c3cccc(C(C)=O)c3)C(=O)C21 (stereo not drawn) | 1.9 | 101 | 3 | 1 | 7 | -0.5 | 98 | -26 | 5 | 0
COc1cc(C(C(=O)NC2CCCC2)N(C(=O)Cc2cccs2)C2CC2)cc(OC)c1OC (stereo not drawn) | -1.9 | 106 | 0 | 1.4 | -2 | -0.2 | 99 | -1 | -5 | -6
O=C(Nc1nc2ccccc2[nH]1)c1ccc(F)c(S(=O)(=O)N2CCOCC2)c1 | 0.0 | 95 | -19 | 1.9 | 51 | 0.0 | 117 | -6 | 4 | -4
Cc1cc(C)c2nc(NNC(=O)c3cc(-c4cccs4)nc4ccccc34)sc2c1 | 3.2 | 100 | 13 | 1.1 | -24 | -0.1 | 88 | 7 | 0 | -5
CCN(CC)C(=O)C1CCN(S(=O)(=O)c2ccc(-n3cnnn3)cc2)CC1 | -0.3 | 96 | 5 | 1.2 | -9 | -0.1 | 94 | -4 | 7 | 0
N#Cc1ccc(NCC(=O)Nc2ccc3c(c2)OCCO3)cc1 | -0.3 | 93 | -20 | 1.1 | -1 | -0.2 | 121 | -3 | 14 | 0
Cc1cc(Br)ccc1NC(=O)CNC(=O)CN1C(=O)NC2(CCCCCC2)C1=O | 1.8 | 110 | 1 | 1.1 | 12 | -0.1 | 99 | 1 | -7 | 0
O=C(CSc1nnc(-c2cccnc2)o1)c1cc2ccccc2oc1=O | 2.2 | 105 | 9 | 1.2 | 2 | -0.4 | 92 | -1 | -6 | -8
CCN(CC)c1ccc(NC(=S)NCC2CCCO2)cc1 (stereo not drawn) | -1.2 | 107 | -4 | · | 24 | -0.2 | 102 | -19 | -3 | 0
COc1ccc(NC(=S)NN2CCOCC2)cc1OC | 0.9 | 103 | -9 | 1.2 | 26 | -0.3 | 108 | 2 | -8 | 1
CCC(=O)Nc1nc(-c2ccc3c(c2)OCCO3)cs1 | -2.0 | 103 | -58 | 7.1* | 147* | -0.4 | 153* | -2 | 1 | 3
CCn1c(COc2ccccc2)nnc1SCC(=O)Nc1cc(C)ccc1OC | -11 | 99 | 7 | 0.93 | 5 | 0.5 | 94 | -14 | 8 | -2
CC(C)N=C(Nc1ccccc1)c1cccnc1 | -7.9 | 108 | 1 | 0.98 | 3 | -0.3 | 99 | 5 | -9 | -3
CCOC(=O)c1c(NC(=O)CSC(=S)N2CCOCC2)sc(C)c1C | 0.0 | 98 | 1 | 1.2 | -13 | -0.4 | 100 | 11 | 5 | 3
CN(C)c1cccc(C(=O)Nc2cc(C(F)(F)F)ccc2-n2cnc3ccccc32)c1 | 0.0 | 103 | 4 | 1.2 | 15 | -0.3 | 96 | 0 | 2 | -6
NS(=O)(=O)c1cccc(NC(=O)CN2CCCc3ccccc32)c1 | -2.2 | 106 | 0 | 0.95 | 14 | -0.1 | 100 | 2 | -5 | -4
O=C(Nc1cccc(-c2cn3ccccc3n2)c1)c1cccs1 | -0.9 | 95 | -27 | 0.99 | 12 | -0.2 | 124 | 1 | 6 | -9
Cc1ccc(Nc2n[nH]c(C)c2[N+](=O)[O-])cc1C | 0.0 | 110 | -100 | 7.7* | 210* | -0.2 | 191* | 0 | -12 | 1
CCN(CC)c1ccc(/C=N/NC(=S)NCc2ccc(OC)cc2)cc1 | 3.7 | 106 | -12 | 1.1 | 7 | -0.3 | 111 | -16 | -3 | -2
O=C(O)c1cc2ccc3ccccc3c2[nH]1 | 0.2 | 131 | 3 | 1 | 1 | -0.1 | 99 | -7 | -37 | -8

No enrichment for hits; about 5.6% have a hit in one of these screens.
